# LANA DNA inh: inhibitors of KSHV C-LANA binding to DNA, primary screen, biochemical, fluorescence polarization, FAM-LBS DNA, MBP-C-LANA, single point; Kaposi's sarcoma herpesvirus LANA C-terminal domain (residues 932-1162) DNA binding; inhibition, % at 9 µM; 0.078% of 340,000 active;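 active means highest replicate inhibition at or above 60% at 9 µM, even if other replicates fall short; inactive means all replicates below 60% inhibition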;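 further: 0% = neutral control wells and 100% = 4 µM acridine orange control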
# NSD2 inh: NSD2 histone methyltransferase inhibitors, primary screen, biochemical, AlphaScreen, single concentration, set 2 | NSD2 peptide methylation, 120 min | 0.54% of 310,000 active | AID 743445, 2014 | Histone-lysine N-methyltransferase NSD2 (Homo sapiens), O96028 | inhibition, % at 12.5 µM; in the data active means inhibition above about 50%
# Target sequence (O96028 whole entry, looked up): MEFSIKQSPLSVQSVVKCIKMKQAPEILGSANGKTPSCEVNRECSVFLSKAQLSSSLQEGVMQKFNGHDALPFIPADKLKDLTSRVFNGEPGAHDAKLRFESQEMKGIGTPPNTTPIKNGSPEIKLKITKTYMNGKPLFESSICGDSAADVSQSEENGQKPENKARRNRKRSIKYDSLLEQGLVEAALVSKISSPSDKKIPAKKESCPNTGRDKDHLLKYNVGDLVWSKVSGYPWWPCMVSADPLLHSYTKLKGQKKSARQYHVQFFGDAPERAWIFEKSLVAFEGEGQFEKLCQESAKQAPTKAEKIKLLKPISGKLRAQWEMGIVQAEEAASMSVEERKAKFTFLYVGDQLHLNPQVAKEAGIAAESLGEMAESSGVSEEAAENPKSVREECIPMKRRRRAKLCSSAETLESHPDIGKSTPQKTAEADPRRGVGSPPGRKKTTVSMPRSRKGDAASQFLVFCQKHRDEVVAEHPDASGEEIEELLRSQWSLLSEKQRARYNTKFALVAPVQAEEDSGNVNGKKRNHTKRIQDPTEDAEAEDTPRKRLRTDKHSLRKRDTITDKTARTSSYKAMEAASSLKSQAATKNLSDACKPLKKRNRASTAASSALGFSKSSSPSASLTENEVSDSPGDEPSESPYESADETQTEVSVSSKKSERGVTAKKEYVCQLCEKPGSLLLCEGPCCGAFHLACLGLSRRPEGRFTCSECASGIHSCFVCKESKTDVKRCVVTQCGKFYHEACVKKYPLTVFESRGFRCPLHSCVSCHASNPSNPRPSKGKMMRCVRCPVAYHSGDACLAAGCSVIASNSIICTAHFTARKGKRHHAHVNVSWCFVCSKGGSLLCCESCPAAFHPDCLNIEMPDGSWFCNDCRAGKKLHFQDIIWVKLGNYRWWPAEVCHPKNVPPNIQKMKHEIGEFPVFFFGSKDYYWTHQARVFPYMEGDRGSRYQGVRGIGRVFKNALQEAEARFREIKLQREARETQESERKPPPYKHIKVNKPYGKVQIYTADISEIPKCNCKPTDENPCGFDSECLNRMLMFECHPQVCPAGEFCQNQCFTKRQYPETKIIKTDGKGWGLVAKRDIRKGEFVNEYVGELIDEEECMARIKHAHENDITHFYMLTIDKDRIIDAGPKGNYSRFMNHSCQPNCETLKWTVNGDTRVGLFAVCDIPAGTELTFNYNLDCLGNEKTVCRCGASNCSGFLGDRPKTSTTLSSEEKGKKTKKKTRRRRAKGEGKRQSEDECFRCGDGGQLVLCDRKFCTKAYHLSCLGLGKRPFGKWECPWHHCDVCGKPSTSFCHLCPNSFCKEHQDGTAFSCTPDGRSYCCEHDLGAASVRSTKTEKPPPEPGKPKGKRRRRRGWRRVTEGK
# cardiac RTF act: cardiac RTF calcium sensitivity activators, primary screen, biochemical, IANBD-TnC fluorescence, EC20 calcium | Troponin I, cardiac muscle (Homo sapiens) + Troponin T, cardiac muscle (Homo sapiens) + … | IANBD-labeled TnC RTF fluorescence at EC20 calcium; 0% EC20 calcium, 100% full calcium | activation, % at 7.2 µM | 0.24% of 340,000 active;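 active means activation above the mean over all tested compounds plus 3 SD, cut at about 30% in these data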;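 further: rise in fluorescence read as greater calcium sensitivity of cardiac thin filaments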
# dFosB activator: activators of delta FosB homodimer, primary screen, biochemical, fluorescence polarization, TAMRA-CDK5 oligo, single point. 0.99% of 340,000 active. Protein FosB (Mus musculus), P13346. activation, % at 25 µM. purified delta FosB; percent of positive-control signal above neutral wells;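 active means mean activation above about 17%, with every replicate also reaching it, limit read from the data, passing the limit was not always enough; inconclusive means only one of the two conditions met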;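 further: fluorescence polarization rise as delta FosB binds a TAMRA Cdk5 AP-1 oligo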
# Keap1-Nrf2 PPI: Keap1-Nrf2 protein-protein interaction inhibitors, primary screen, biochemical, fluorescence polarization, single point; Kelch-like ECH-associated protein 1 (Homo sapiens), Q14145; Keap1 Kelch-Nrf2 peptide fluorescence polarization, 1536-well; inhibition, % at 9.4 µM; 0.15% of 340,000 active; AID 504523, 2011; in the data active means inhibition above about 12%; inconclusive means no clear call, values can overlap the other calls; inactive means below about 7.3%;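 further: human Keap1 Kelch domain with fluorescein labeled Nrf2 9mer peptide probe; 0% = neutral control wells and 100% = peptide positive control; higher means more block of Keap1 binding to Nrf2 peptide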
# RTF Ca sens inh: cardiac RTF calcium sensitivity inhibitors, primary screen, biochemical, IANBD-TnC fluorescence, EC70 calcium. Troponin I, cardiac muscle (Homo sapiens) + Troponin T, cardiac muscle (Homo sapiens) + …. IANBD-labeled cardiac RTF, Ca2+ fluorescence. inhibition, % at 7.15 µM. 0.12% of 340,000 active. AID 493244, 2011;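 active means inhibition above the mean inhibition of all tested compounds plus 3 SD, cut at about 17% in these data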;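 further: assay run at fixed EC70 calcium of 1.6 mM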
# PvdQ inh: P. aeruginosa PvdQ acylase inhibitors, primary screen, biochemical, fluorescence, plate reader and imaging, single point; PvdQ acylase [Pseudomonas aeruginosa LESB58]; purified PvdQ acylase; inhibition, % at 10 µM; 0.063% of 340,000 active; in the data active means inhibition above about 30%, passing the limit was not always enough; inconclusive means no clear call, values can overlap the other calls;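 further: 0% = vehicle neutral wells and 100% = reference inhibitor wells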
# CDK5 p35 inh: inhibitors of human CDK5/p35 kinase, primary screen, biochemical, single concentration; inhibition, % at 10 µM; Cyclin-dependent kinase 5 (Homo sapiens) + Cyclin-dependent kinase 5 activator 1 (Homo …; 0.01% of 330,000 active; Recombinant CDK5/p35, ADP-Glo luminescence, 60 min;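 active means highest replicate inhibition of at least 50% and at least 75% of replicates reaching 50%; inconclusive means only one of the two criteria met; inactive means both criteria failed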;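 further: plate controls were DMSO neutral control for no effect and GW8510 at 10 µM for full effect; many of its hits are not listed in these tables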
# Rtt109 HAT inh: inhibitors of C. albicans Rtt109/Vps75 HAT, primary screen, biochemical, ThioGlo CoA-SH fluorescence, plate reader | Histone acetyltransferase RTT109 (Candida albicans (strain SC5314 / ATCC MYA-2876)), … | purified Rtt109/Vps75, 4 h | 0.16% of 330,000 active | inhibition, % at 34.9 µM;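 active means inhibition of at least 50% in every replicate; inconclusive means best replicate reaches 50% inhibition but some replicates fall short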
# Mot1-301 SUMO: yeast Mot1-301 growth rescue at high temperature, primary screen, SUMOylation pathway inhibitor project, S. cerevisiae, ATP luminescence, 38.5C; S. cerevisiae Mot1-301 growth rescue; percent above DMSO median, 100 means doubled; growth rescue, % at 18.8 µM; 1% of 320,000 active; AID 2716, 2010;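 active means every valid replicate shows activation above 250% relative to neutral control wells; inactive means the rest, any valid replicate at or below 250%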;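 further: OY570 slx delta 5 strain wells were the positive control but not used for scaling; some compounds called inactive have numbers as strong as hits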
# PfHsp90 set2: growth inhibition of PfHsp90-expressing yeast, primary screen, antimalarial PfHsp90 inhibitor project, S. cerevisiae, BacTiter-Glo luminescence, single point, set 2; BacTiter-Glo ATP, 48 h; yeast lacking PDR1 and PDR3 efflux regulators; inhibition, % at 9.4 µM; 0.32% of 310,000 active;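 active means every replicate shows inhibition above about 80%, whatever the replicate mean, limit read from the data; inconclusive means mean inhibition reaches the set limit but some replicate falls short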;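 further: 0% = DMSO neutral controls and 100% = 20 µM radicicol positive controls; yeast relying on Plasmodium falciparum Hsp90 in place of its own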
# An asterisk follows results filed as active; ? = inconclusive; . = no result given.
cpd	SMILES	LANA DNA inh	NSD2 inh	cardiac RTF act	dFosB activator	Keap1-Nrf2 PPI	RTF Ca sens inh	PvdQ inh	CDK5 p35 inh	Rtt109 HAT inh	Mot1-301 SUMO	PfHsp90 set2
1	Cc1nnc(SCc2cc(=O)[nH]c(N3CCN(C)CC3)n2)s1	0.3	1	-5	-3	-4	-4	-9	1.9	-6	116	4
2	C=CCc1cccc(CNc2nc3ccccc3n2CCC)c1O	-1.4	-1	0	-5	-2	-7	-10	-3.5	7	-3	-16
3	O=C1NC(c2ccccc2)=N/C1=C/c1ccco1	0.0	4	-6	1	0	-2	5	-0.9	10	-15	15
4	O=C1COc2ccc3ccccc3c2CN1	0.3	-1	7	1	-1	1	1	0.1	.	14	-3
5	COc1ccc(CC(=O)OCc2csc(CC(=O)Nc3ccc(C)cc3)n2)cc1	-0.1	0	-2	-6	-5	4	-12	-2.0	12	1	.
6	O=C(O)C1C2C=CC(O2)C1C(=O)NCCc1cccc(Cl)c1 (centres undefined)	0.0	2	1	-4	2	-20	-3	-0.7	1	122	14
7	O=C(C1CC(=O)N(C2CCCC2)C1)N1CCN(c2ccccc2F)CC1 (centres undefined)	0.8	.	9	0	-6	0	-10	-14	-2	4	22
8	CC(NCC(=O)NC(=O)NC1CCCC1)c1ccc(Cl)cc1Cl (centres undefined)	-0.8	0	-11	-15	-3	3	-14	-0.6	19	-23	-6
9	CCc1nc(N)nc(N)c1-c1ccc(N(C)Cc2ccccc2)c([N+](=O)[O-])c1	0.2	5	-2	-5	-1	3	-17	2.7	0	.	0
10	CC(=O)Nc1ccc(NC(=O)CCNS(=O)(=O)c2cccc3nsnc23)cc1	0.2	-3	5	4	1	-8	-9	-2.7	2	5	8
11	O=C(N/N=C/c1cccc([N+](=O)[O-])c1)c1cccc(Br)c1	3.2	-2	4	2	2	-9	-9	2.5	0	0	-14
12	O=C(c1ccccc1-c1nc(-c2ccc(F)cc2)no1)N1CCCC1	1.6	-1	-3	-4	-9	-10	-18	-0.1	2	2	-1
13	O=C(CCc1nnc(C2CCCCC2)o1)NCCCOc1cccnc1	0.3	-2	2	3	-4	5	-11	-0.7	-2	2	-4
14	CCc1cc(/C(Cc2ccccn2)=N\Nc2ccccc2)c(O)cc1O	1.6	8	-1	-17	2	1	-4	1.4	0	5	-14
15	COCCN(C(=O)c1ccccc1F)c1nnc(-c2ccc(OC)cc2)s1	1.5	-1	3	-8	0	-5	-11	-0.5	3	-1	2
16	COCCCNC(=O)CCCn1c(=O)c2ccccc2n(Cc2cccc([N+](=O)[O-])c2)c1=O	-2.2	0	3	2	4	-8	-10	-3.0	-3	-15	16
17	Cc1cc(C)c(Nc2ncnc(N)n2)c(C)c1	0.4	0	-1	5	-1	-9	-1	0.3	1	-3	7
18	O=C(Cc1ncc(C(F)(F)F)cc1Cl)NNc1cccc(F)n1	1.3	2	-3	0	3	-8	-16	1.0	-10	5	-1
19	COc1ccc(-c2ccnc(-c3ccc(O)cc3)n2)cc1	-0.7	-2	-3	-13	-3	-4	3	0.3	6	2	-32
20	O=S1(=O)N[C@H](c2ccccc2)C[C@H](c2ccc(C(F)(F)F)cc2)O1	2.8	.	-10	1	-1	6	8	-0.6	6	-10	-14
21	CC/C=C/C(=O)N1CC2(CC(c3cccc(NC(=O)c4ccccc4)c3)=NO2)C[C@@H]1C(N)=O (some centres undefined)	0.8	.	-4	-7	-5	-10	-4	-1.3	-3	-1	-1
22	CC(C)NC(=O)CSCc1c(Cl)cccc1Cl	0.7	-1	-5	-9	2	-10	-12	-0.2	-5	7	20
23	CCOc1cc(/C=C2\CN(CC)C/C(=C\c3ccc(O)c(OCC)c3)C2=O)ccc1O	0.1	.	-7	-3	-6	-1	1	0.5	-7	-10	-11
24	O=C(COC(=O)c1cc(=O)[nH]c2ccccc12)NCc1cccc(Cl)c1	-2.1	1	2	14	-2	-7	-8	-0.7	1	6	-11
25	C=CCN1N=C(/C=C/c2ccc(OC)cc2)CCC1=O	-0.2	-1	7	0	1	-6	-4	-0.2	-9	49	-48
26	O=C(CN1C(=O)c2ccccc2S1(=O)=O)N1CCc2ccccc21	2.3	5	5	1	-6	-7	-6	-0.2	-7	-17	42
27	Cc1cccc2cc(CN(CCCO)C(=O)Nc3cccc(Cl)c3)c(=O)[nH]c12	0.1	.	-1	-8	2	-7	11	-0.4	26	-8	0
28	COc1nc(SC)nc(Cl)c1Cc1ccc(OC(C)C)cc1	3.2	-2	9	-3	-7	-2	-1	-1.4	-2	-8	-11
29	CCc1ccc(OCc2cnc(Cl)s2)cc1	-1.2	-2	-3	3	4	-6	-3	-1.4	-3	0	8
30	O=C(O)C1=C[C@H](c2cccs2)C[C@H](OCCCCO)O1	7.9	.	-1	-3	2	-13	7	0.4	0	25	27
31	O=C(NNc1nc2ccccc2s1)c1ccccc1F	-0.6	2	-13	-7	0	4	5	1.4	35	9	-6
32	CCOC(=O)[C@H]1[C@H]2COc3ccc(C)cc3[C@@H]2N2C(=O)c3cc(C)ccc3NC(=O)[C@@]12C	-0.5	.	-4	-1	2	-1	-10	-1.2	15	79	-14
33	O=C(N/N=C/c1ccccc1O)/C(=C/c1ccccc1)CCO	-0.9	1	-2	5	5	-3	-3	-1.1	13	-9	2
34	Cc1ccc(NC(=O)CSC2=NN3CCCC(=O)N=C3S2)cc1Cl	-0.5	-5	-2	-6	-5	-12	-10	-0.1	-6	4	14
35	CN(CCOc1ccccc1)CC(=O)Nc1ccc(Br)cc1F	-0.2	-6	-1	-7	-1	-4	-8	-0.7	-19	-19	-45
36	COc1ccc(S(=O)(=O)N2CCCCCC2)cc1C(=O)N(C)CC(=O)Nc1ccc(F)cc1	0.0	-2	9	-6	-2	-1	15	2.5	20	0	.
37	Cc1cc(Cl)c(S(=O)(=O)NCc2ccccc2)cc1OCC(N)=O	0.4	-1	-2	13	4	-1	-8	-2.2	-2	331	-21
38	CCCN(C(=O)C1CCN(S(=O)(=O)c2ccc(OC)c(OC)c2)CC1)C1CCS(=O)(=O)C1 (centres undefined)	-1.1	1	4	-5	1	-1	-9	0.4	-17	.	.
39	O=C(CN1c2cccc3cccc(c23)S1(=O)=O)Nc1ccccc1F	0.0	-1	-6	1	0	-9	-6	0.7	-16	-5	2
40	CCOc1ccc(OCC(=O)NCc2n[nH]c(=O)c3ccccc23)cc1	0.0	1	1	-17	-3	-45	-7	0.8	-8	.	-25
41	CN=c1sc(C(=O)Nc2ccccc2)c(C)n1C	0.0	-2	4	-1	-7	-2	-14	-0.1	-6	-1	20
42	O=C(N/N=C/c1ccc(Br)s1)c1ccccc1[N+](=O)[O-]	-0.1	3	8	-7	-4	0	0	-0.6	2	14	12
43	COc1cccc(-c2nnn(CC(=O)N3CCCCC3)n2)c1	-2.5	-4	2	7	-4	-1	-9	-1.3	1	-4	7
44	Cc1ccc(/C=N/NC(=O)c2ccncc2)cc1	-0.2	-3	2	-12	-3	-9	-13	1.8	0	107	22
45	CC(=O)Nc1ccc(S(=O)(=O)N2CCN(CC(O)COc3ccc4ccccc4c3)CC2)cc1 (centres undefined)	-0.5	3	4	-19	3	-9	1	-2.5	13	-10	3
46	CC(C)(C)OC(=O)N[C@@H](/C=C/c1ccccc1)C(=O)OC(C)(C)C	1.1	.	-7	3	-4	1	10	2.0	-13	-15	.
47	Cc1ccc2nc(/N=C(\N)NC(=O)N3c4ccccc4Sc4ccccc43)nc(C)c2c1	-1.3	0	5	-1	0	-3	-8	-1.4	-2	-1	-26
48	CS(=O)(=O)N(Cc1ccccc1)c1ccccn1	0.8	-5	0	10	-1	-10	-7	0.5	-3	-7	5
49	C/C(=N/NC(=O)CNC(=O)c1cccs1)c1ccc(Cl)cc1	0.5	-4	-3	-6	-6	-7	7	0.6	?	13	-21
50	CCOc1ccc(N2CC(NC(=O)c3ccc4ccccc4c3)CC2=O)cc1 (centres undefined)	-2.2	-5	-10	-7	-4	0	1	1.8	17	-8	-16

# The list goes on.
cpd	SMILES	LANA DNA inh	NSD2 inh	cardiac RTF act	dFosB activator	Keap1-Nrf2 PPI	RTF Ca sens inh	PvdQ inh	CDK5 p35 inh	Rtt109 HAT inh	Mot1-301 SUMO	PfHsp90 set2
51	CCCCCCCC(=O)N1CCN(c2cc3c(cc2F)c(=O)c(C(=O)O)cn3CC)CC1	9.3	0	-4	-5	-1	3	-3	-0.6	7	-8	-31
52	COc1ccc(C(=O)C(C)[n+]2ccc(C)c3ccccc32)cc1[N+](=O)[O-] (centres undefined)	-3.1	4	-6	-1	-8	-12	6	14	9	17	9
53	Nc1ccccc1C(=O)N1CCCC1	-0.6	1	-2	6	-3	-2	-18	0.1	-2	82	-27
54	O=C(CN(Cc1ccc(Br)cc1)S(=O)(=O)c1ccccc1)NCC1CCCO1 (centres undefined)	0.7	-8	-3	-5	0	-8	4	-0.6	-6	13	3
55	O=C(NC12CC3CC(CC(C3)C1)C2)N1CCN(c2ccccc2)CC1	0.9	3	8	4	-4	-16	-2	-3.7	-2	59	14
56	COc1cccc(CN2CCNC(=O)C2CC(=O)NCc2cn3cccc(C)c3n2)c1OC (centres undefined)	-0.1	0	2	4	-4	-2	-9	0.8	-1	-9	11
57	O=C(Nc1ccc(F)cc1)N1CCN(c2nc3ccccc3s2)CC1	1.2	8	2	-11	-3	-1	-16	0.9	5	405	-5
58	CC(C)CC(=O)N1CCN(c2ccc(NC(=O)c3ccco3)cc2)CC1	-0.2	8	-1	-13	-2	-7	-1	1.6	7	-21	30
59	CNC(=O)c1c(NC(=O)c2ccc3ncsc3c2)sc(C)c1C	-0.6	3	3	-10	-1	-3	-6	2.1	-3	.	-23
60	CC1CCCN(C(=O)c2ccc3c(=O)n(C4CCCC4)c(=S)[nH]c3c2)C1 (centres undefined)	1.3	.	5	4	-2	-11	-7	-3.3	-1	-15	.
61	O=C(NCc1cccnc1)/C(=N\O)c1ccccc1	0.3	11	-1	7	0	10	-8	0.0	0	-17	-15

# Screens deposited in PubChem by several laboratories.
